Peg3 prom inh: Peg3 promoter-driven luciferase inhibitors, primary screen, cell-based, HeLa, luciferase luminescence. HeLa PEG-Prom luciferase reporter, overnight. inhibition, % at 20 µM. 360,000 tested, 1.7% active;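 active means inhibition of at least 50% at 20 µM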
CF NFkB inh: inhibitors of PAF-induced NF-kB signaling, primary screen, cell-based, GFP fluorescence, uHTS. inhibition, % at 5 µM. 360,000 tested, 0.86% active. KKLEB NF-kB-GFP reporter, GFP fluorescence overnight. AID 588850, 2011;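 active means at least 50% inhibition at 5 µM, scaled per plate between neutral and stimulator controls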;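 further: PAF is a Pseudomonas aeruginosa culture filtrate used as stimulus; plate controls were PAF-stimulated DMSO wells for no effect and unstimulated DMSO wells for full effect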
Shn3 inh set2: reduction of Shn3 3'UTR firefly luciferase signal, primary screen, Schnurri-3 inhibitor project, cell-based, Clone20 osteoblasts, set 2. Clone20 osteoblast Shn3 3'UTR firefly luciferase, 24 h. inhibition, % at 12.5 µM. 360,000 tested, 0.52% active;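 active means mean inhibition of at least 75% with every replicate also reaching 75%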;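 further: 0% = median of neutral control wells and 100% = pilot-screen positive control compound; some compounds past the cut are filed as inactive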
HIF-2a inh: HIF-2a reporter inhibitors, primary screen, luminescence, 786-0 RCC cells; inhibition, % at 18.8 µM; AID 624352, 2012; 786-0 RCC cells HIF-2a reporter, luciferase luminescence, overnight; 360,000 tested, 0.72% active;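 active means inhibition of the luminescence signal of 40% or more relative to plate controls, in a single-dose primary screen at 18.75 µM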
MITF TRPM1 inh: inhibitors of MITF-dependent TRPM1 promoter reporter, primary screen, cell-based, SK-MEL-5, single point, luciferase. SK-MEL-5 TRPM1 promoter luciferase, 24 h. inhibition, % at 12.5 µM. 330,000 tested, 0.83% active;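 active means mean inhibition across replicates of 60% or more, whatever share of single replicates reaches that level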; further: values of inactives mirror those of a sister screen read the other way
aDG glyco up: activators of alpha-DG glycosylation, primary screen, uHTS, Pro5-aDG cells, AlphaScreen. alpha-DG glycosylation AlphaScreen (IIH6); 0% Pro5, 100% B10-LARGE cell signal. activation, % at 10 µM. 360,000 tested, 0.22% active. AID 624168, 2012;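 active means activation of at least 8% versus controls, or a plate z-score of at least 8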;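 further: Pro5 are CHO cells carrying HIG-tagged alpha-DG that lacks glycosylation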
NR2E3 ag-1: NR2E3 agonists in two-hybrid cells, primary screen, cell-based, luminescence, CHO-S, Gal4-NCOR/VP16-NR2E3. Photoreceptor-specific nuclear receptor (Homo sapiens), Q9Y5X4. luciferase. inhibition of corepressor binding, % at 3.98 µM. 360,000 tested, 0.35% active. AID 602229, 2012;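 active means inhibition above the mean of all tested compounds plus 3 SD, cut at about 70% in these data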;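 further: 0% = DMSO with NR2E3 transfected cells and 100% = cells lacking NR2E3 construct; higher means lower luciferase signal from less NR2E3 corepressor binding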
Target sequence (Q9Y5X4 whole entry, looked up, the tested form may be a part): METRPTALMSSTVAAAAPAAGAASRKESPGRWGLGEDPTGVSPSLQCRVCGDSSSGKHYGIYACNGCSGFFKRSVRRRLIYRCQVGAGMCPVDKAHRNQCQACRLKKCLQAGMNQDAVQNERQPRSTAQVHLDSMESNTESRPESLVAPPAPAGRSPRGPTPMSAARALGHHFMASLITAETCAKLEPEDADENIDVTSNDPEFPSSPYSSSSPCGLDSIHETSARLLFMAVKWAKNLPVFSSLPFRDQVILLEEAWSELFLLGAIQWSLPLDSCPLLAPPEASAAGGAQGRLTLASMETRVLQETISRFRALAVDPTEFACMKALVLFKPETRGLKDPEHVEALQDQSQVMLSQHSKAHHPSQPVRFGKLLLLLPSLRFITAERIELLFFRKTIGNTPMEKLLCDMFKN
NR2E3 ag-2: inhibitors of NR2E3-RetCOR corepressor binding, primary screen, NR2E3 agonist project, biochemical, TR-FRET, GST-NR2E3, biotin-RetCOR; Photoreceptor-specific nuclear receptor (Homo sapiens), Q9Y5X4; 1536-well; inhibition of corepressor binding, % at 4.78 µM; 320,000 tested, 0.12% active; AID 2300, 2010;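 active means percent inhibition above the cutoff of mean plus 3 SD of all tested compounds, set per screening campaign, cut at about 20% in these data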;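 further: 0% = DMSO wells and 100% = biotin wells as full block of FRET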
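Test system: GST-NR2E3 and biotin-RetCOR proteins | Quantity: 1.35 nM GST-tagged NR2E3 final | Medium: Tris pH 7.5 | Also added: 7 nM biotin-RetCOR | Dosing: Compound at 4.8 µM, single dose | Timing: 5 h at 4 °C | Detection: Time-resolved FRET | Read-out basis: Percent inhibition | Benchmarks: Biotin wells as high control, 0.6% DMSO wells as low control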
KKLEB tox: cytotoxicity in KKLEB CF airway cells, primary screen, cytotoxicity control for CF NF-kB inhibitor project, cell-based, uHTS, fluorescence assay plates; AID 602141, 2011; KKLEB CF airway cells viability, ATPlite luminescence, overnight; stronger effect = lower value; cells stimulated with P. aeruginosa culture filtrate; 360,000 tested, 0.36% active; activity change (cytotoxicity), % at 5 µM;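 active means corrected activity change at or below -50% at 5 µM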
hiPSC survival: enhancers of single-cell hiPSC survival, primary screen, ATPlite luminescence; 100% = ROCK inhibitor wells, 0% = DMSO; survival enhancement, % at 20 µM; 360,000 tested, 0.044% active; AID 602274, 2012; in the data active means survival enhancement above about 18%;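 further: cells exposed to compounds for 16 hours before the ATP read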
TWEAK-Fn14 inh: inhibitors of TWEAK-Fn14 signaling, primary screen, luciferase reporter cells, uHTS | TWEAK-stimulated Fn14 reporter cells, luciferase luminescence, 8 h | inhibition, % at 10 µM | 360,000 tested, 2% active | AID 1159606, 2016; in the data active means inhibition above about 50%
* = called active by the depositor; / = no result given.

SMILES	Peg3 prom inh	CF NFkB inh	Shn3 inh set2	HIF-2a inh	MITF TRPM1 inh	aDG glyco up	NR2E3 ag-1	NR2E3 ag-2	KKLEB tox	hiPSC survival	TWEAK-Fn14 inh
CCCCCc1ccc(-c2cn(Cc3ccc4ccccc4c3)nn2)cc1	-5	18	2	3	4	-0.2	23	0	3	-1.8	4
COC(=O)C(C)N1C(=O)S/C(=C/c2cc(C)n(-c3ccccn3)c2C)C1=O (centres undefined)	-199	2	-6	-118	-19	-0.1	-105	-2	-11	-2.7	-12
CCOc1ccc(N=CNc2ccc(OCC)cc2)cc1	12	-8	-9	-3	-9	0.0	-22	-2	4	0.1	8
CCSc1nnc(NC(=O)CN2C(=O)NC3(CCCC3)C2=O)s1	-8	-5	6	10	0	0.1	-14	-2	-1	-1.2	11
O=C(NCC(O)c1nc2ccccc2[nH]1)c1cc([N+](=O)[O-])ccc1F (centres undefined)	28	-12	-8	28	/	0.1	-18	/	2	0.7	-20
COc1ccc(COC(=O)C2CCN(S(=O)(=O)c3cccs3)CC2)cc1	-16	3	2	1	-1	0.0	-14	0	10	0.9	-17
O=C(COC(=O)CNC(=O)c1sc2ccccc2c1Cl)Nc1cc(Cl)cc(Cl)c1	19	4	10	10	-4	-0.2	-19	-1	3	-0.7	-25
C[C@@H]1CCC[C@]2(O[C@H](CCO)C[C@H](O)[C@H]2O)O1	-39	-3	-18	-22	-6	-0.1	-9	-1	12	4.5	9
COc1ccc(C)cc1Nc1n[n+](-c2ccccc2)c(-c2ccc(C(=O)O)cc2)s1	-8	5	-3	8	8	-0.3	15	7	-2	1.8	7
O=C(COc1ccc2ccccc2c1Br)Nc1ccncc1	-305	-3	63	-271	-40	0.7	-18	3	-28	-0.4	28
C[C@H]1CN([C@@H](C)CO)C(=O)Cc2cc(NC(=O)C3CC3)ccc2O[C@H]1CN(C)Cc1ccc(C(=O)O)cc1	-7	2	2	13	2	-0.2	16	/	-8	-0.5	-16
CCCNC(=O)COC(=O)/C=C/c1cccc(F)c1	16	-3	-6	11	15	-0.3	-15	-1	2	-0.4	-13
CC(=O)c1ccccc1NC(=O)COC(=O)/C=C/c1cccs1	-20	17	-5	9	-8	0.0	-4	0	-2	0.7	6
COc1cccc(C(=O)CN(C(=O)c2ccc(Cl)cc2Cl)N2C(=O)c3ccccc3C2=O)c1	1	-11	-37	17	-3	-0.2	-22	-2	1	-1.2	2
Cc1nc2ccccc2nc(C)c1=NOCc1ccc(Cl)cc1Cl	30	26	10	19	11	0.1	-124	-3	-1	0.0	2
Cc1cccc(S(=O)(=O)NC(=O)C2(C)CCN2C(=O)C2(c3ccc(Cl)cc3)CC2)c1 (centres undefined)	-6	-14	-13	9	/	0.0	4	/	-10	-3.1	15
CC(C)CCN(C(=O)c1csnn1)C(C(=O)NC1CCCC1)c1ccccc1 (centres undefined)	15	-8	-7	9	-3	0.3	-10	5	-5	-0.3	-3
O=Cc1c(NCc2ccccc2)c2ccccc2[nH]c1=O	11	3	27	16	-6	0.2	-4	5	0	-0.6	6
CC(Oc1ccccc1Br)C(=O)N1CCc2ccccc21 (centres undefined)	-48	-1	-25	-83	-6	2.9	-45	1	-4	-2.0	-1
CCN(CC)c1ccc(C(=O)NNC(=O)CNC(=O)c2ccco2)cc1	-1	7	13	0	-6	0.5	-9	/	3	-0.6	2
COc1ccc(CNC(=O)C(C)c2ccc([N+](=O)[O-])cc2)cc1 (centres undefined)	14	-12	6	11	5	0.1	16	2	7	-4.0	11
O=C(NC(=S)Nc1ccc2[nH]c(=O)[nH]c2c1)c1ccccc1F	-30	-6	-3	-45	-4	0.0	-15	1	15	-0.5	-4

Grouped by structure: the entries above containing nitrogen in an aromatic ring (10)
SMILES	Peg3 prom inh	CF NFkB inh	Shn3 inh set2	HIF-2a inh	MITF TRPM1 inh	aDG glyco up	NR2E3 ag-1	NR2E3 ag-2	KKLEB tox	hiPSC survival	TWEAK-Fn14 inh
CCCCCc1ccc(-c2cn(Cc3ccc4ccccc4c3)nn2)cc1	-5	18	2	3	4	-0.2	23	0	3	-1.8	4
COC(=O)C(C)N1C(=O)S/C(=C/c2cc(C)n(-c3ccccn3)c2C)C1=O (centres undefined)	-199	2	-6	-118	-19	-0.1	-105	-2	-11	-2.7	-12
CCSc1nnc(NC(=O)CN2C(=O)NC3(CCCC3)C2=O)s1	-8	-5	6	10	0	0.1	-14	-2	-1	-1.2	11
O=C(NCC(O)c1nc2ccccc2[nH]1)c1cc([N+](=O)[O-])ccc1F (centres undefined)	28	-12	-8	28	/	0.1	-18	/	2	0.7	-20
COc1ccc(C)cc1Nc1n[n+](-c2ccccc2)c(-c2ccc(C(=O)O)cc2)s1	-8	5	-3	8	8	-0.3	15	7	-2	1.8	7
O=C(COc1ccc2ccccc2c1Br)Nc1ccncc1	-305	-3	63	-271	-40	0.7	-18	3	-28	-0.4	28
Cc1nc2ccccc2nc(C)c1=NOCc1ccc(Cl)cc1Cl	30	26	10	19	11	0.1	-124	-3	-1	0.0	2
CC(C)CCN(C(=O)c1csnn1)C(C(=O)NC1CCCC1)c1ccccc1 (centres undefined)	15	-8	-7	9	-3	0.3	-10	5	-5	-0.3	-3
O=Cc1c(NCc2ccccc2)c2ccccc2[nH]c1=O	11	3	27	16	-6	0.2	-4	5	0	-0.6	6
O=C(NC(=S)Nc1ccc2[nH]c(=O)[nH]c2c1)c1ccccc1F	-30	-6	-3	-45	-4	0.0	-15	1	15	-0.5	-4

Assay outcomes: PubChem BioAssay, several laboratories
